Assay outcomes (PubChem)
Giardia FBPA inh = blocks Giardia fructose-bisphosphate aldolase activity | A8B2U2 | purified Giardia FBPA | Potency, µM (doses to about 59.6 µM), for the others: top-dose activity, negative = inhibition, actives largely listed as inhibitors | hit rate 0.71% among 290,000 | AID 2451; further: potency means the concentration at half of the fitted maximal effect; nearly all actives have a fitted effect of over 55% in size
Target sequence (A8B2U2 whole entry, looked up): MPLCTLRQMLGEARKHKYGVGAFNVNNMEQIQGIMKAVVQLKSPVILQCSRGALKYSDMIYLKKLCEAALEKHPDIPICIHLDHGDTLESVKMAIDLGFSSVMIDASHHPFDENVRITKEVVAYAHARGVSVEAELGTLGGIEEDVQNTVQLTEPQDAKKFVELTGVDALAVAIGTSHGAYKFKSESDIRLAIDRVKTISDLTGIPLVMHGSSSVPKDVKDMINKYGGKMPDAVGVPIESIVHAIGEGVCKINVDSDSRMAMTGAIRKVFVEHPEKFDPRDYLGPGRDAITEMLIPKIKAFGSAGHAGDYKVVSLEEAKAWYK
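Giardia FBPA (40 nM reagent) was preincubated 10 min at RT with compound (up to 57.5 uM final), then substrate plus GAPDH/TPI/NAD/arsenate coupling system with diaphorase/resazurin was added; resorufin fluorescence (525/598 nm) was read after 20 min.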
HCV inhibitor = HCV inhibition; Huh7.5.1 HCVcc-Cre infection, luciferase reporter, 44 h; Potency, µM (titrated, usually from 41.8 µM), without a hit: at the top dose activity change, negative = inhibition, actives largely listed as inhibitors; hit rate 3.4% among 340,000; AID 651820; further: potency means the concentration at half of the fitted maximal effect
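A cell-based infection assay in which seeded cells (1,000 per well) receive test compound after 4 h, are inoculated with HCVcc-Cre at approximately 0.5 moi, and are incubated 44 h before luminescence detection.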
AmpC detergent = blocks E. coli AmpC beta-lactamase in detergent assay; P00811; AmpC hydrolysis of nitrocefin, absorbance 480 nm, 0.01% Triton; Potency, µM (titrated, usually from 114 µM), for inactives: at the highest dose activity change, negative = inhibition, usual class: inhibitors; hit rate 0.041% among 370,000;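 further: potency means the concentration at half of the fitted maximal effect; 0% = no-compound wells and -100% = no-enzyme wells; nearly all actives have a fitted effect of over 25% in size; some results filed as inactive show a strong effect at the top dose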
Target sequence (P00811 whole entry, looked up): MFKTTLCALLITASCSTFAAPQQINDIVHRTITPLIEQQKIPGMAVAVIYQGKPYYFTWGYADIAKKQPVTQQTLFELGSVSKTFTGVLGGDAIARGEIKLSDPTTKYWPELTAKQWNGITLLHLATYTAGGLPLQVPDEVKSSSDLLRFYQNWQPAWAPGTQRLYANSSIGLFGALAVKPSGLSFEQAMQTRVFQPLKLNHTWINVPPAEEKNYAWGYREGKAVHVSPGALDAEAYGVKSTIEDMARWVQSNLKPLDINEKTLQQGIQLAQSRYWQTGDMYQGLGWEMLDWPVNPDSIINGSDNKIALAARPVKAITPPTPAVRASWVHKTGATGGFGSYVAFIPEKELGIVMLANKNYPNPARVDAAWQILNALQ
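AmpC (5.3 nM in the dispensed reagent) in 20 mM phosphate pH 7.0 with 0.01% (detergent screen) or 0.0001% Triton X-100 was preincubated with compounds for 15 min at room temperature. Nitrocefin was then added from an 800 uM solution, and hydrolysis was followed at 480 nm.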
AMA1 RON2 block = disrupts binding of P. falciparum AMA1 to RON2; hit rate 0.2% among 360,000; Potency, µM (highest dose often 58.2 µM), without a hit: top-dose activity change, negative = inhibition, most hits filed as inhibitors; AlphaScreen AMA1-biotinylated RON2 peptide binding; AID 720542;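 further: potency means the concentration at half of the fitted maximal effect; 0% = vehicle wells and -100% = peptide control; nearly all actives have a fitted effect of over 45% in size; some results filed as inactive show a strong effect at the top dose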
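AMA1 (3D7) with his tag at 25 nM final met compounds first, then biotinylated RON2 peptide at 25 nM; detection used donor plus acceptor beads, 10 µg/mL apiece, read by AlphaScreen after 30 min at room temperature.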
HCMV inh = inhibitors of human cytomegalovirus | AID 1259415 | HFF cells, HCMV-luciferase reporter, 72 h; active compounds read low | hit rate 4.5% among 410,000 | activity change, negative = inhibition, % at 57.5 µM; in the data active means activity change below about -60%; inconclusive means no clear call, values can overlap the other calls; inactive means above about -39%
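Screen run at 2 compound doses on HFFs infected with reporter HCMV, MOI 1 PFU/cell. Luciferase activity from cell lysates at 72 h post infection gave inhibition relative to buffer-only and Salinomycin wells.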
Sm TGR inh = blocks Schistosoma mansoni thioredoxin glutathione reductase; purified TGR, DTNB reduction, TNB absorbance 405 nm; Potency, µM (titrated, usually from 114 µM), for the others: top-dose activity change, negative = inhibition, most hits filed as inhibitors; hit rate 3% among 360,000; AID 485364; further: potency means the concentration at half of the fitted maximal effect; nearly all actives have a fitted effect of over 60% in size
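TGR 20 nM + NADPH 100 uM (dispensed conc.), cpd preinc 15 min RT; start with NADPH (500 uM addition) then DTNB (15 mM addition). Kinetic TNB absorbance, 405 nm filter. Four-parameter Hill fit across titration.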
Numbers without * were called inactive; ? = inconclusive; nt = no result given; & = joins results of further samples; [ ] = dose if it differs, or a comment. Unless noted, the call rests on the fitted dose curve; in most records, active means well fitted curve in the direction sought with a large enough effect; inconclusive means small, poorly fitted or top-dose-only effect, or another doubt; inactive means no such curve, though single readings can be large; an effect the other way counts as inactive or inconclusive. Unless noted, on the % scale 0 is the no-effect control and ±100 the full control effect.

SMILES | Giardia FBPA inh | HCV inhibitor | AmpC detergent | AMA1 RON2 block | HCMV inh | Sm TGR inh
COc1ccccc1C(=O)N/C(=C\c1cn(S(=O)(=O)N(C)C)c2ccccc12)C(=O)NCCCN1CCOCC1 | 0% | 12% | -11% | -12% | ? | -2%
CC(=O)N/N=C/c1cc2c(cc1[N+](=O)[O-])OCO2 | -11% | 15% | 4% | 5% | 4 | 5%
Cc1cc(CNC(=O)CC2C(=O)NCCN2Cc2ccccc2C(F)(F)F)on1 (stereo not given) | -23% | -19% | 11% | 4% | -32 | 35µM*
CCc1cccc(C)c1Nc1c(-c2ccc(SC)cc2)nc2sccn12 | nt | nt | 0% | nt | 71 | -4%
Cc1cc2c(c(SCC(=O)NCc3ccc(Cl)cc3)n1)C(=O)OC2 | 2% | -4% | -1% | -19% | 12 | 10%
O=C(Nc1ccc(S(=O)(=O)N2CCOCC2)cc1)c1ccc([N+](=O)[O-])o1 | -20% | -22% | 3% | 0% | -99* | 28µM*
CC(C)(C)n1nc2c(c1NC(=O)Cc1ccc(F)cc1)CSC2 | -3% | 7% | -7% | -6% | -24 | -26%
S=c1[nH]cnc2scc(-c3ccc(Cl)cc3)c12 | -7% | -16% | -1% | 59%[activator] | -34 | 2%
CNc1nc2cc([N+](=O)[O-])c([N+](=O)[O-])cc2nc1NC | 15% | ? | -3% | -12% | -86* | -3%
COC(=O)c1ccc([N+](=O)[O-])cc1N1C(=O)C2C3CCC(C3)C2C1=O (stereo not given) | -4% | 18% | -2% | -4% | -21 | -10%
COC(=O)C1Sc2[nH]c(=O)sc2C(c2ccc(Cl)cc2)C1C(=O)OC (stereo not given) | -3% | 14% | 0% | 0% | -2 | -14%
COc1cccc(N2C(=O)CC(N3CCN(C(=O)c4ccco4)CC3)C2=O)c1 (stereo not given) | 2% | 4% | -5% | 19% | 10 | ?
COc1ccc(C(=O)NCC2(c3ccccc3)CCCC2)c(OC)c1 | -4% | ? | 2% | -9% | ? | 0%
Cc1cccc(NC(=O)C2CCCN(S(=O)(=O)c3cnc[nH]3)C2)c1C (stereo not given) | nt | nt | -6% | nt | 6 | ?
COc1cccc(NC(=O)C2CCCN(c3ncnc4c3nc3n4CCCCC3)C2)c1 (stereo not given) | -9% | ? | -7% | -5% | ? | -2%
CCOc1ncccc1C(=O)N(C)CC(=O)Nc1ccccc1SC | 0% | 11% | 0% | -6% | 23 | -3%
CCc1ccc(C2c3c(oc4cc(C)c(C)cc4c3=O)C(=O)N2c2nc(C)c(C(=O)OC)s2)cc1 (stereo not given) | nt | nt | -5% | nt | 1 | 3%
Cc1ccn(CCC(=O)N2c3ccccc3CC2C)n1 (stereo not given) | -3% | -2% | ? | -7% | -26 | 4%
Cc1ccc(S(=O)(=O)C(CNC(=O)COc2ccccc2)c2cccs2)cc1 (stereo not given) | nt | nt | -1% | nt | -10 | -18%
CCC1=NN(C(=O)c2ccc([N+](=O)[O-])cc2)C(O)(c2ccccc2)C1 (stereo not given) | 21% | ? | -5% | -6% | -38 | -17%

Given in markdown: part of the list above.
| compound | Giardia FBPA inh | HCV inhibitor | AmpC detergent | AMA1 RON2 block | HCMV inh | Sm TGR inh |
| --- | --- | --- | --- | --- | --- | --- |
| COc1cccc(N2C(=O)CC(N3CCN(C(=O)c4ccco4)CC3)C2=O)c1 (stereo not given) | 2% | 4% | -5% | 19% | 10 | ? |
| COc1cccc(NC(=O)C2CCCN(c3ncnc4c3nc3n4CCCCC3)C2)c1 (stereo not given) | -9% | ? | -7% | -5% | ? | -2% |
| CNc1nc2cc([N+](=O)[O-])c([N+](=O)[O-])cc2nc1NC | 15% | ? | -3% | -12% | -86* | -3% |
| Cc1cc(CNC(=O)CC2C(=O)NCCN2Cc2ccccc2C(F)(F)F)on1 (stereo not given) | -23% | -19% | 11% | 4% | -32 | 35µM* |

Record cards, from the list above:
`CC(=O)N/N=C/c1cc2c(cc1[N+](=O)[O-])OCO2` is entered as Giardia FBPA inh = -11%; HCV inhibitor = 15%; AmpC detergent = 4%; AMA1 RON2 block = 5%; HCMV inh = 4; Sm TGR inh = 5%
`COc1ccc(C(=O)NCC2(c3ccccc3)CCCC2)c(OC)c1` is entered as Giardia FBPA inh = -4%; HCV inhibitor = ?; AmpC detergent = 2%; AMA1 RON2 block = -9%; HCMV inh = ?; Sm TGR inh = 0%

More compounds follow:
SMILES | Giardia FBPA inh | HCV inhibitor | AmpC detergent | AMA1 RON2 block | HCMV inh | Sm TGR inh
O=S(=O)(NCC1CCN(c2ccc(S(=O)(=O)N3CCOCC3)cc2)CC1)c1ccc(F)cc1 | -2% | ? | -11% | -4% | -31 | -19%
Cc1cc(NC(=O)CCc2nc3cccnc3n2-c2ccccc2)ccc1Br | nt | nt | 1% | nt | -35 | -4%
O=C(c1ccc2[nH]ccc2c1)N1CCCC(Nc2ccccc2)C1 (stereo not given) | 6% | 0% | -9% | -3% | 6 | 61%[activator]
O=C(NCc1ccc(Cl)cc1)c1cnc2sc(N3CCCC3)nn2c1=O | nt | nt | 13% | nt | -15 | -1%
CC1=NOC(=O)/C1=C\c1ccc(-c2ccc(Br)cc2C(=O)O)o1 | 5µM* | 4% | -1% | 3% | -23 | -3%
O=C(O)C1CCCCN1C(=O)c1cc2c(s1)CCCCC2 (stereo not given) | nt | 21% | 8% | 4% | -3 | 4%
C=CCSc1n[nH]c(-c2ccc(OCCC)cc2)n1 | ? | -19% | -4% | 6% | 49 | 1%
CCc1n[nH]c(=S)n1/N=C/c1ccc(-c2ccc(Br)cc2)o1 | nt | -1% | nt | 66%[activator] | 152 | nt
O=S(=O)(NNc1nccc(C(F)(F)F)n1)c1cccc(Cl)c1Cl | 16µM* | 8% | -4% | 75%[activator] | 10 | -14%
O=C(Cn1ccc2ccccc2c1=O)NCCC(=O)Nc1ccc(F)cc1F | 4% | 19% | -3%&-3% | 10% | 0&5 | 6%&0%
CCN(CC)S(=O)(=O)c1cccc(C(=O)NC2CCCCC2)c1 | 1% | 4% | -5% | 2% | 24 | 4%
Nc1ncnc2c1ncn2[C@@H]1O[C@H](CN=C2NS(=O)(=O)c3ccccc32)[C@@H](O)[C@H]1O | nt | 5% | nt | -9% | -3 | nt
O=S(=O)(c1ccc(Cl)cc1)N1CCC(c2ccncc2)CC1 | nt | nt | 2% | nt | 9 | 0%
CCc1ccccc1NC(=O)Nc1cc(C(=O)NCc2ccccc2OC)ccc1N1CCCC1 | nt | nt | -2% | nt | -3 | 3%
COc1ccc(C(=O)N[C@H](C(=O)NCCCn2nc(C)cc2C)C(C)C)cc1 | nt | -4% | nt | -1%[11.6 µM] | -1 | nt
CCN1CCN(c2cc(=O)n(-c3cc(Cl)ccc3C)c(=O)[nH]2)CC1 | -14% | -9% | 8% | 7% | 43 | ?
COc1cccc(C2CC(c3cccs3)Nc3ncnn32)c1 (stereo not given) | -3% | 30%[activator] | 9% | 17% | -3 | 14%
COc1ccc2nc(C)c3c(c2c1)OC(C(C)(Cl)Br)C3 (stereo not given) | 1% | -4% | 8% | -8% | ? | -22%
CS(=O)(=O)c1nc(-c2cccs2)cc(C(F)(F)F)n1 | -2% | nt | -13% | nt | nt | 7.9µM*
CCn1nc(C(=O)NNC(=O)C(Cc2ccccc2)NC(N)=O)c2ccccc2c1=O (stereo not given) | nt | 2% | nt | 81%[activator] | -19 | nt
CC1CCN(S(=O)(=O)c2cccc(C(=O)Nc3ccccc3)c2)CC1 | -3% | ? | -3% | -2% | -17 | 9%
CC1CC(C)CN(S(=O)(=O)c2ccc3c(c2)oc(=O)n3CC(=O)N2CCOCC2)C1 (stereo not given) | 3% | 12% | -7% | -9% | -13 | -27%
COc1cccc(OC)c1C(=O)Nc1cccc(C(=O)Nc2cccc(C(=O)O)c2)c1 | 9% | 6% | -2% | 1% | 38 | -8%
O=C(Nc1ccc(S(=O)(=O)N2CCOCC2)cc1)c1ccc2c(c1)OCO2 | -2% | 6% | 2% | 15% | -16 | 9%
Cc1ccc(NC(=O)CN(C)C(=O)c2nn(C)c(=O)c3ccccc23)cc1 | 1% | -18% | 7% | 7% | -20 | 20%
O=C(NN1C(=O)c2ccccc2NC1c1ccco1)c1ccccc1 (stereo not given) | 8% | 18% | ? | 0% | 45 | 3%
N#Cc1ccccc1NS(=O)(=O)c1cc2c3c(c1)CCC(=O)N3CCC2 | nt | 7% | -2% | 1% | 18 | 0%
CNc1nc2c(C)cccn2c(=O)c1C=NCc1ccccc1 | -1% | -27% | -4% | 16% | 3 | 0%
Cc1c(C(=O)N2CCC(n3nccc3NC(=O)C3CC3)CC2)[nH]c2ccc(Cl)cc12 | nt | -14% | -11% | -7% | -27 | 5%
Cc1ccccc1Cn1ccc(NC(=O)CCSc2nc(-c3ccco3)cc(C(F)(F)F)n2)n1 | -3% | 3.2µM* | -2% | 0% | 7 | -3%
COC(=O)Nc1ccc(S(=O)(=O)NNC(=O)c2c(O)c3ccccc3n(C)c2=O)cc1 | 16% | 13% | 1% | -7% | 42 | -26%
CCOC(=O)c1sc(NC(=O)CCN2CCOCC2)c(C(=O)OCC)c1C | 19% | -21% | -14% | -3% | -24 | -3%
Cc1nn(C)cc1CNC(=O)c1cc2n(n1)C(C(F)(F)F)CC(c1cccs1)N2 (stereo not given) | 6% | ? | 1% | 11% | ? | -21%
O=C(Nc1ccccc1)C1C(c2ccccc2)C1(Cl)Cl (stereo not given) | 5% | -3% | -8% | -3% | -29 | 6%
CCCCN(C(=O)C1CC(=O)N(c2ccc(CC)cc2)C1)c1c(N)n(CCC)c(=O)[nH]c1=O (stereo not given) | nt | -3% | 5% | 0% | -6 | 0%
O=C1C=C(NCC2CCCO2)C2(CCCCC2)O1 (stereo not given) | 2% | 15% | 2% | -1% | 26 | 7%
CC(NC(=O)C1c2ccccc2Oc2ccccc21)C1CCCO1 (stereo not given) | 3% | -4% | -9% | 3% | -7 | 5%
COc1ccc(OCC(=O)Nc2c3c(nn2C(C)(C)C)CS(=O)(=O)C3)cc1 | nt | -2% | -5% | -8% | 21 | 0%
Cc1nc2ccc(S(=O)(=O)N(C)CC(=O)Nc3ccc(C(C)C)cc3)cc2s1 | nt | nt | 23% | nt | -60* | 2%
COc1cc(OC)c(C(=O)Nc2cccc(C(C)=O)c2)cc1OC | 1% | -9% | -6% | 2% | 158 | -15%
Cc1ccc(Oc2nc(-c3ccccc3)ncc2S(C)(=O)=O)cc1 | 1% | 3% | -15% | -2% | 2 | 5%
C=CCN=C1S/C(=C\c2ccc(N(C)C)cc2)C(=O)N1CC=C | 2% | ? | -6% | 0% | 13 | 3%
O=[N+]([O-])c1ccc(N2CCOCC2)cc1SCc1ccco1 | -2% | 11µM* | 2% | ? | -1 | -3%
O=C(Nc1cccc(Cl)c1)C1CCN(c2nc3ccccc3nc2C(F)(F)F)CC1 | nt | nt | 2% | nt | -11 | 5%
COc1c(Br)cc(Br)cc1/C=N/NC(=O)c1ccncc1 | 3% | -6% | 1% | 5% | -26 | -7%
C=CCN1C(=O)c2ccc(C(=O)N(CC)CC(=O)Nc3ccc(OC)cc3)cc2C1=O | nt | -7% | ? | 2% | -9 | -2%
